# Bioassay records from PubChem.
# Hsp70 displacement: small molecules displacing fluorescent ligand from Hsp70 – biochemical, fluorescence polarization, primary screen (AID 583). Hsp70 fluorescence polarization probe displacement, mP; higher % means a stronger effect. displacement, % at 20 µM; hits with a dose series show IC50 in µM. 0.06% of 140,000 active; in the data active = displacement above about 50%;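 also: plate controls were vehicle for no effect and reference ligand for full effect; a part of the inactive calls stands beside numbers as strong as those of hits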
# MKP-3 inhibition: MKP-3 phosphatase inhibitors, primary screen, biochemical, rat enzyme, in vitro (AID 425). 0.17% of 110,000 active. recombinant MKP-3 phosphatase activity, fluorescence; higher % means a stronger effect. one-dose inhibition, % at 20 µM; IC50 in µM for titrated hits; in the data active = inhibition above about 50%;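 also: plate controls were vehicle for no effect and reference inhibitor for full effect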
# * marks the source's active call; other numbers are inactive results; · = no result given; & = joins results of further samples. This is a subset, so the mix of outcomes need not match the whole.
Compound	Hsp70 displacement	MKP-3 inhibition
O=c1c([N+](=O)[O-])c(N2CCN(c3ccccn3)CC2)c2ccccc2n1-c1ccccc1	2.8%	3%
O=P(c1ccccc1)(c1ccccc1)c1ccccc1O	-2.1%	3%
O=C(O)CCCC(=O)Nc1ccccc1-n1ccnc1	-0.6%	-3%
CN1C=CC=C/C1=C1\SC(=S)N(C2CCCCC2)C1=O	·	2%
COc1ccc(OCC(=O)Nc2ccc(S(=O)(=O)N3CCCCC3)cc2)cc1	3.8%	1%
Cc1cc(OCc2nn[nH]n2)c2c(C)c(CC(=O)O)c(=O)oc2c1	1.0%	-8%
COc1ccc(C2(CC(=O)Nc3ccc(Br)cc3)C(=O)c3ccccc3C2=O)cc1	1.6%	1%
COc1ccc(C(=O)O/N=C(\c2ccncc2)c2ccc([N+](=O)[O-])cc2)cc1OC	4.2%	4%
Nc1ccc(Nc2ccccc2N)cc1	-3.1%	·
O=C(c1ccccc1-c1nc(-c2ccc(Cl)cc2)no1)N1CCCC1	11%	3%
CCc1ccc(NC(=O)CSc2nnc(Cc3cccn3C)n2-c2ccc(F)cc2)cc1	-1.5%	-3%
C=CCn1c(SCCC)nc(O)cc1=O	0.7%	·
Oc1ccccc1OCc1nc2ccccc2s1	-0.5%	-4%
Cc1cc(-c2ccccc2)nc2cc(C(=O)N3CCCc4ccccc43)nn12	4.7%	-1%
O=C(Nc1nc(-c2nc3ccccc3s2)cs1)C1COc2ccccc2O1 (configuration not stated)	0.5%	-5%
O=C(O)CCC(=O)Nc1sc2c(c1C(=O)Nc1cccc3ccccc13)CCCC2	1.7%	0%
CC1CCN(c2ccc([N+](=O)[O-])c(SCCO)c2)CC1	1.8%	-1%
O=P(CCN1CCCCC1)(c1ccccc1)c1ccccc1	5.9%	·
COc1ccc(S(=O)(=O)Nc2ccc3ccccc3c2)cc1	-1.6%	0%
CCC(=O)c1cc(F)c(N2CCN(S(=O)(=O)c3ccc(C)cc3)CC2)cc1C	-4.1%	-16%
CC(C)c1ccc(N2C(=O)NC(=O)/C(=C/c3ccc(O)c(O)c3)C2=O)cc1	-2.1%	4%
O=C(CC12CC3CC(C1)CC(CC(=O)N1CCCC1)(C3)C2)N1CCCC1	-2.6%	-4%
O=C(NCc1ccc(F)cc1)c1ccccc1Br	3.8%	-2%
CCn1c(=O)cc(OCC(=O)N(C)C2CCCCC2)c2ccccc21	8.5%	-4%
Cc1cc(NC(=O)CN2C(=O)NC(Cc3ccccc3)C2=O)no1 (configuration not stated)	-5.9%	·
Cc1ccc(SCC(=O)NCCSC(C)(C)C)cc1	-1.7%	·
COc1ccc(OC)c(-c2cc(C(=O)NCc3ccco3)no2)c1	-4.6%	8%
CC(=O)C1=C(O)C(=O)N(Cc2cccnc2)C1c1ccccc1 (configuration not stated)	4.2%	-5%
O=C(Nc1ccc(N2CCOCC2)cc1)c1ccc([N+](=O)[O-])cc1	4.9%	-4%
C=CCN1C(=O)/C(=C\c2ccccc2Cl)SC1=S	2.4%	-2%

# 5 entries picked at random from the list so far, as already listed:
Compound	Hsp70 displacement	MKP-3 inhibition
COc1ccc(C2(CC(=O)Nc3ccc(Br)cc3)C(=O)c3ccccc3C2=O)cc1	1.6%	1%
CC(C)c1ccc(N2C(=O)NC(=O)/C(=C/c3ccc(O)c(O)c3)C2=O)cc1	-2.1%	4%
Cc1cc(-c2ccccc2)nc2cc(C(=O)N3CCCc4ccccc43)nn12	4.7%	-1%
O=c1c([N+](=O)[O-])c(N2CCN(c3ccccn3)CC2)c2ccccc2n1-c1ccccc1	2.8%	3%
O=C(Nc1nc(-c2nc3ccccc3s2)cs1)C1COc2ccccc2O1 (configuration not stated)	0.5%	-5%

# Other records
Compound	Hsp70 displacement	MKP-3 inhibition
COc1ccccc1NC(=O)C1CCCN(S(=O)(=O)c2cccc3nsnc23)C1 (configuration not stated)	·	-4%
COC(=O)C12CC3CC(C1)CC(c1ccc([N+](=O)[O-])cc1)(C3)C2	-5.2%	0%
CC1CCN(C(=O)CSc2nc3ccccc3[nH]2)CC1	1.9%&-1.6%	3%&2%
CC(N=C(NS(=O)(=O)c1ccc(Cl)cc1)c1ccccc1)C(=O)O (configuration not stated)	3.9%&3.9%	-5%
COc1ccc(S(=O)(=O)N(CCc2ccccc2)CC(=O)O)cc1	2.7%	·
COc1ccc(C(=O)Nc2ccc3c(c2)OCO3)cc1OC	-2.8%	-4%
COCCNC(=O)CCCCCNS(=O)(=O)c1ccc(C)cc1	-1.7%	6%
CCOc1ccc(N=CC2=C(O)CC(C)(C)CC2=O)cc1	6.2%	-8%
O=C(CN(Cc1ccccc1)S(=O)(=O)c1ccc(Cl)cc1)Nc1ccccc1	-2.2%	3%
CC(=O)c1c(N2CCCCC2)nc(=S)n(Cc2ccccc2)c1C	·	-7%
CC1=C(C(=O)OC2CCCC2)C(c2ccc(-c3ccccc3)cc2)C2=C(CCCC2=O)N1 (configuration not stated)	3.2%	13%
Clc1ccc(-c2nc3n(n2)Cc2ccccc2-3)cc1	5.2%	·
CCOc1cc(C(c2c(C)[nH][nH]c2=O)c2c(C)[nH][nH]c2=O)ccc1OC(=O)c1cccc([N+](=O)[O-])c1	4.4%	·
Cc1cc(C(=O)CSc2nc3ccccc3n2CCC#N)c(C)n1Cc1cccs1	1.3%	-4%
O=C1N/C(=N/N=C/c2cccs2)SC1Cc1ccc(Cl)cc1Cl (configuration not stated)	1.6%	-1%
Cc1ccc(-c2nnc(N(C)C(=O)c3ccncc3)s2)cn1	-1.8%	-5%
COc1ccc(C(=O)NC(NC(=S)Nc2sc3c(c2C(N)=O)CCCC3)C(Cl)(Cl)Cl)cc1 (configuration not stated)	-2.7%	-2%
O=C(COc1ccccc1)Nc1ccc(-c2nnc(-c3ccco3)o2)cc1	0.4%	0%
CCOC(=O)c1c(C)n(C)c2ccc(O)c(S(=O)(=O)c3ccccc3)c12	12%	-3%
CCCN1C2CCCC1CC(NC(=O)NC1CCCCC1)C2 (configuration not stated)	4.1%	-15%
CS(=O)(=O)N(Cc1ccc(C(=O)Nc2ccc(Oc3ccccc3)cc2)cc1)c1ccccc1	-0.7%	-3%
COc1ccc(C2=NN(C(=O)CCC(=O)O)C(c3ccc(OC)c(OC)c3)C2)cc1 (configuration not stated)	-3.4%	-2%
CC(C)(C)OC(=O)NC(Cc1ccccc1)C(=O)O (configuration not stated)	2.9%	3%
C=CCn1c(CCNC(=O)c2ccccc2F)nnc1SCc1nc2ccccc2c(=O)[nH]1	0.1%	·
O=C1N=C(N2CCCCC2)S/C1=C\c1ccccc1Cl	-11%	4%
CC1=C(C(=O)OCCCc2ccccc2)C(c2ccccc2Br)CC(=O)N1 (configuration not stated)	0.5%	-1%
Cc1ccc2c(c1)sc1ncc(NC(=O)c3ccccc3)c(=O)n12	3.0%	4%
O=C(CNS(=O)(=O)c1ccc(Br)s1)N1CCCC1	-3.7%	4%
O=C(Nc1ccc(I)cc1)c1cc(-c2cccs2)nc2ccccc12	0.4%	-1%
CS(=O)(=O)N1CCN(C(=O)Cc2ccccc2)CC1	2.1%&5.3%	-10%&0%
O=S(=O)(NC1CC2CCC1C2)c1ccc2c(c1)OCCO2 (configuration not stated)	-10%	2%
O=C(O)c1cc(NC(=O)C2CCCO2)cc(NC(=O)C2CCCO2)c1 (configuration not stated)	-3.3%	-12%
CCOC(=O)Cc1csc(NC(=O)c2c(-c3ccccc3)noc2C)n1	-3.4%	2%
N#Cc1cc2ccccc2nc1SCc1cccnc1	·	-11%
CSc1ccc(/C=N/NC(=O)c2cc(C)[nH]n2)cc1	-4.8%	4%
COc1cccc(N2C(=O)c3cccc4cccc(c34)C2=O)c1	0.5%	3%
O=C(N/N=C\c1cccc(Br)c1)c1ccccc1-n1cccc1	0.7%	·
CC1(C)Cc2ccccc2-c2nnc(SCc3ccc(C#N)cc3)n21	3.5%	6%
O=C1CC(N(Cc2ccco2)C(=S)NCCc2ccccc2)C(=O)N1c1ccc(F)cc1 (configuration not stated)	-4.8%	4%
O=S(=O)(CCCc1ccccc1)c1ncn[nH]1	-2.7%	-6%
N#CC1=C(N)Oc2c(ccc3ccccc23)C1c1cccs1 (configuration not stated)	-7.0%	·
Cc1nc2ccccc2c2oc(C(=O)NCCCN3CCCC3=O)cc12	-1.8%	-3%
COc1ccc(C(=O)N/N=C/c2ccc(SC)cc2)cc1	-1.6%	2%
CCC(C)NC(=O)c1cn(C)c(=O)c2cc(OC)c(OC)cc12 (configuration not stated)	0.1%	-2%
CC(C)(C)n1ncc2c(=O)n(CC(=O)Nc3ccc4c(c3)OCCO4)cnc21	-2.4%	-1%
O=C(c1ccc([N+](=O)[O-])cc1)N1CCN(Cc2ccccc2Br)CC1	-0.9%	3%
O=C(Nc1cccc(C(F)(F)F)c1)C1CCCN(c2ncccn2)C1 (configuration not stated)	1.2%	-7%
Cc1ccc2nsnc2c1N(S(C)(=O)=O)S(C)(=O)=O	-2.6%	-3%
CC(=O)c1ccc(C(=O)Nc2nnc(-c3ccc(Cl)cc3)o2)cc1	6.7%	-1%
CC(NC(=O)OCc1ccccc1)C(=O)NCC1CCCO1 (configuration not stated)	-4.9%	-8%
CCOc1ccc(-c2noc(=O)[nH]2)cc1	-1.5%	3%
CC(C)c1ccccc1NC(=O)/C=C/C(=O)O	2.9%	-1%
Brc1ccccc1-c1nnc2sc(Cc3ccccc3)nn12	0.6%	-7%
COc1cc([N+](=O)[O-])ccc1-c1ccc(/C=C2\C(=O)NC(=O)N(c3ccc(Cl)cc3)C2=O)o1	-15%	5%
N#Cc1cc2c(nc1SCC1COc3ccccc3O1)CCC2 (configuration not stated)	-2.6%	-11%
COc1ccc(C)cc1Nc1cc(C)nc2nc(C)nn12	-2.0%	-7%
N#C/C(=C\c1ccc(-c2cc(Cl)ccc2Cl)o1)C(=O)Nc1ccccc1O	-1.3%	6%
CCCCOC(=O)c1ccc(NC(=S)NC(=O)c2ccco2)cc1	-2.5%	1%
Cc1ccc(S(=O)(=O)Nc2ccc3c(c2)ncn3-c2ccccc2)cc1	2.4%	0%
COc1cc(C2/C(=C(\O)c3ccc(F)cc3)C(=O)C(=O)N2CCCCCC(=O)O)ccc1O (configuration not stated)	-1.0%	3%

# Following part
Compound	Hsp70 displacement	MKP-3 inhibition
Cc1ccc(C(=O)Nc2nnc(-c3ccncc3)s2)o1	0.9%	-3%
CCN1CCN(CCNC(=O)C2CCN(Cc3nc(-c4ccc(Cl)cc4)oc3C)CC2)CC1	-1.1%	0%
CC(=O)n1cc(C(C[N+](=O)[O-])SCCN)c2ccccc21 (configuration not stated)	-6.8%	·
Cc1ccccc1NC(=O)c1ccc(-c2ccc(Cl)cc2Cl)o1	8.1%	·
COc1ccc(Cl)cc1C(=O)Nc1ccc(O)c(-c2nc3ccccc3o2)c1	-4.4%	9%
Cc1onc(-c2c(F)cccc2Cl)c1C(=O)Nc1ccc(S(=O)(=O)Nc2ncccn2)cc1	-0.8%	-1%
CCOC(=O)C(=O)Nc1ccc(NC(C)=O)cc1	57%*	5%
COc1ccc(-c2nc3n(n2)C(c2ccccc2)C2=C(CCCC2=O)N3)cc1OC (configuration not stated)	4.2%	-2%
Cc1nc2c(-c3ccc(F)cc3)c(C)nn2c(C)c1CCC(=O)N1CCN(c2ccccn2)CC1	5.2%	-5%
CCOc1ccc(S(=O)(=O)NCCN2CCOCC2)c2ccccc12	1.6%	1%
COc1ccccc1N1CCN(C(=O)CSc2nnc(NC(=O)C3CC3)s2)CC1	-3.6%	-8%
COc1ccc(C)cc1NC(=O)CCN1CCCC1	2.0%	-2%
O=C(NCCOC(=O)c1ccc(Cl)c(S(=O)(=O)N2CCCCC2)c1)c1ccncc1	3.6%	-10%
CC(C)(C)c1cc(NC(=O)c2cc(F)c(F)c(F)c2F)no1	2.2%&3.9%	-2%&2%
O=C(O)/C=C/C(=O)Nc1ccc(S(=O)(=O)N2CCCCCC2)cc1	3.7%	3%
c1ccc(CSc2nnc([C@@H]3CCCN3)o2)cc1	-2.3%	·
Cc1ccc2nc(-c3ccc(SCC(=O)O)nc3)[nH]c2c1	4.5%	-7%
COc1cccc(OC)c1C(=O)Nc1ccc(CN2CCOCC2)cc1	7.3%	-8%
CCC(C)[C@H](NC(=O)NC1CCCc2ccccc21)C(=O)O (some centres not stated)	-4.7%	-11%
Cc1c(C(=O)N2CCCC2)nnn1-c1nonc1N	2.2%	-10%
COc1ccc(C(C(O)C(=O)c2c[nH]c3ccccc23)N2CCN(c3ccccc3)CC2)cc1 (configuration not stated)	-0.5%	-8%
COc1ccccc1C1C(C(C)=O)=C(O)C(=O)N1c1nc2ccccc2s1 (configuration not stated)	-0.1%	2%
Cc1ccc(CNC(=O)c2ccc(Br)o2)cc1	3.6%	-4%
CC(=O)Nc1ccc(S(=O)(=O)N2CCC(n3cnc4cc(F)ccc43)CC2)cc1	6.8%	-6%
CCCN1CCN(CCCNC(=O)CN2C(=O)COc3ccccc32)CC1	-0.3%	-2%
CCOc1cc2[nH]c(=S)n(CCCC(=O)NCc3ccco3)c(=O)c2cc1OCC	3.6%	4%
COC(=O)c1cc(-c2ccccc2)n[nH]1	-1.3%	-2%
O=c1[nH]c(Cc2cccs2)nc2ccccc12	-0.2%	-2%
CCN(CC)C1=CC(=O)OC12CCCCC2	-2.1%	-4%
O=C(Nc1cccc(N2CCCC2)c1)c1cccs1	0.8%	0%
COc1ccc(CCN2C(=O)CC(Cc3cccc(C)c3)C2=O)cc1OC (configuration not stated)	-3.4%	0%
